# Bioassay records from PubChem.
# CHO parental Ca: counter-screen: ATP calcium response change in parental CHO cells; AID 463079; inhibition, % at 5.6 µM; actives 0.63% (n = 330,000); parental CHO-K1, ATP-induced calcium, Fluo-8 fluorescence;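 active = inhibition above that plate's mean sample inhibition plus 3 SD, cut at about 26% in these data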;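 also: 0% = ATP-challenged DMSO wells and 100% = DMSO wells without ATP; some compounds past the cut are filed as inactive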
#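 material = parental CHO cells | also added = ATP as calcium-mobilizing challenge | dosing = single point at 5.6 µM | detection = intracellular calcium via Fluo-8 no-wash fluorescent dye | read-out = % inhibition | benchmarks = low control ATP plus DMSO, high control DMSO only | repeats = one well per compound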
# TAAR1 agonist: agonists of human TAAR1. Q96RJ0. AID 624467. CHO RD-HGA16 TAAR1, Fluo-8 calcium fluorescence; vehicle wells 0%, saturating PEA agonist 100%. activation, % at 3 µM. actives 0.99% (n = 360,000);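 active = activation above the mean activation of all test compounds in the run plus 3 SD, cut at about 38% in these data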
# Target sequence (Q96RJ0 whole entry, looked up): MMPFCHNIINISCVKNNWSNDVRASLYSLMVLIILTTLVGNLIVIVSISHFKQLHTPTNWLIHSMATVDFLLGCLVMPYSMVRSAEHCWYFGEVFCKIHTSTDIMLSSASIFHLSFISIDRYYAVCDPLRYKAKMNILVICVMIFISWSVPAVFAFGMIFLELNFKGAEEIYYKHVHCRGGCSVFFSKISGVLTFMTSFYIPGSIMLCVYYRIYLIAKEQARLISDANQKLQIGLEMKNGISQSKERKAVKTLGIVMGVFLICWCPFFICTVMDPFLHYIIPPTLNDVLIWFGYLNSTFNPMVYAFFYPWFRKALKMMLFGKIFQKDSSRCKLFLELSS
#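 Test system: RD-HGA16 (CHO) cells co-expressing Gα16 and hTAAR1 / Benchmarks: DMSO vehicle as 0%, PEA at EC100 as 100% / Repeats: no replicates (n 1) / Measure: % activation from peak over basal fluorescence ratio, DMSO-to-PEA scaled / Timing: 17-24 h plating, Fluo-8 75 min 37 °C, 30 min RT / Technique: kinetic Fluo-8 calcium fluorescence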
# M1 PAM parental: nonselective activator or artifact in parental CHO-K1 calcium assay; actives 0.02% (n = 360,000); ATP EC20, Fluo-8 calcium fluorescence; 0% at ATP EC20, 100% at ATP max; activation, % at 3 µM;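 active = activation above the run cutoff, the mean activation of all test compounds plus 3 SD, cut at about 40% in these data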;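 also: peak over basal fluorescence ratio in a 140 s read after ATP addition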
# TAAR1 antagonist: human TAAR1 antagonism; Q96RJ0; CHO RD-HGA16 TAAR1, Fluo-8 calcium fluorescence, antagonist; inhibition, % at 3 µM; actives 1.5% (n = 360,000);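 active = inhibition above a per-plate cutoff, the mean inhibition of test compounds on that plate plus 3 SD, cut at about 49% in these data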;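 also: 0% = DMSO plus EC80 beta-PEA response and 100% = DMSO alone without agonist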
#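 test system = CHO RD-HGA16 cells bearing hTAAR1 | replication = singlicate | controls = DMSO-only wells and EC80 β-PEA-stimulated wells | reagent = EC80 β-phenethylamine stimulus | read-out basis = percent inhibition of PEA-evoked calcium signal, max/basal emission ratio | schedule = seeding 17-24 h prior, 75-min 37 °C, 30-min RT dye loading | signal = kinetic Fluo-8 calcium fluorescence measurement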
# CHO-K1 Ca ag: nonselective activator or artifact in parental CHO-K1 cells; actives 0.48% (n = 360,000); activation, % at 3 µM; Fluo-8 calcium fluorescence; scaled to maximal ATP response, vehicle zero; in the data active = activation above about 15%;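 also: untransfected CHO-K1 host cells lacking M1 receptor as counterscreen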
# M1 antag: human CHRM1 antagonism | CHO-K1 hM1, Fluo-8 calcium fluorescence, ACh EC80 antagonist | inhibition, % at 3 µM | actives 1.3% (n = 360,000) | P11229;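 active = percent inhibition above its own plate's cutoff, namely the mean of that plate's compound wells plus 3 SD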;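 also: peak over basal fluorescence ratio during 140 s after agonist addition; 0% = ACh EC80 plus DMSO and 100% = DMSO alone without agonist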
# Target sequence (P11229 whole entry, looked up): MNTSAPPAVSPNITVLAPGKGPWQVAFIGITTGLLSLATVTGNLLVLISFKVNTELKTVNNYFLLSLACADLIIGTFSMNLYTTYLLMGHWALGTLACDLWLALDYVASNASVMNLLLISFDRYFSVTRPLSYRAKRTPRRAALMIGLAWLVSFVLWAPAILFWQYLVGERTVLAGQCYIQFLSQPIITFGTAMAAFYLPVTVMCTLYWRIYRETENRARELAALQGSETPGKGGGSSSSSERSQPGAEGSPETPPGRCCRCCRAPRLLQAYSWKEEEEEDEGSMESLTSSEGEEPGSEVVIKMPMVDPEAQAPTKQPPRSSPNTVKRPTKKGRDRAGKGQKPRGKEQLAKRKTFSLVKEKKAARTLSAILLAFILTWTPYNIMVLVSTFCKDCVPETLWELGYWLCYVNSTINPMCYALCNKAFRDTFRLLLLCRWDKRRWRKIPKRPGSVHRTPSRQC
# CHRM1 agonist: human M1 muscarinic receptor agonism; P11229; CHO-K1 hM1, Fluo-8 calcium fluorescence, agonist mode; 0% DMSO, 100% acetylcholine EC100; activation, % at 3 µM; actives 0.33% (n = 360,000); AID 588814;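 active = activation above the run's mean compound activation plus 3 SD, cut at about 16% in these data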;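 also: peak over basal fluorescence ratio within a 140 s kinetic read after compound addition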
# CHO-K1 Ca antag: counter-screen for M1 antagonists: effect in parental CHO-K1 cells. ATP-induced calcium, Fluo-8 fluorescence. inhibition, % at 3 µM. actives 0.6% (n = 360,000). AID 602250;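 active = inhibition above a per-plate cutoff, the plate's mean sample inhibition plus 3 SD, cut at about 24% in these data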;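 also: 0% = DMSO plus EC80 ATP and 100% = DMSO alone without ATP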
# OXTR potentiate: human OXTR potentiation. P30559. actives 0.061% (n = 320,000). CHO-OTR cells, Fluo-8 calcium fluorescence, potentiator mode; 0% = oxytocin EC15, 100% = EC100. AID 2445. activation, % at 3 µM;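 active = activation above that plate's cutoff, the mean activation of tested compounds plus 3 SD, cut at about 6.6% in these data, passing the limit was not always enough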;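 also: 100% uses oxytocin at 75 nM as the full agonist control; some results filed as inactive read as strong as hits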
#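 Assay system: CHO cell line stably expressing human OTR. Reagent: EC15 oxytocin agonist. Dosing: single dose, 3.0 µM nominal final compound concentration. Timing: compound 6 min at room temperature before oxytocin, 100 s read. Signal: kinetic Fluo-8 calcium fluorescence. Controls: oxytocin EC15 low and EC100 high.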
# * marks the source's active call; other numbers are inactive results; . = no result given.
SMILES,CHO parental Ca,TAAR1 agonist,M1 PAM parental,TAAR1 antagonist,CHO-K1 Ca ag,M1 antag,CHRM1 agonist,CHO-K1 Ca antag,OXTR potentiate
COC(=O)c1cc(C(=O)NCCCN2CCOCC2)cc([N+](=O)[O-])c1,-1,0,19,-6,-0.1,-1,-6,3,-10
S=C(SSC(=S)N1CCOCC1)N1CCOCC1,.,56*,7,-4,0.3,-13,10,2,.
COc1ccc(CCNC(=O)COc2ccc(N(C)S(=O)(=O)c3ccc(Cl)cc3)cc2)cc1,.,4,2,19,6.9,5,0,-6,.
CC(C)C12CN3CCN(CC(C3)/C1=N\NC(=O)Nc1ccccc1)C2,-15,0,8,-5,0.9,-11,-11,2,-9
CC(C)CNC(=O)[C@H](Cc1ccccc1)NC(=O)c1cccs1,-19,9,17,-7,1.3,-14,-1,-19,-9
CN1/C(=C\C(=O)COC(=O)c2ccc(O)cc2)C(C)(C)c2ccccc21,54*,6,-2,34,9.2,15,0,6,-30
Cc1ncccc1C(=O)N1CCCC(CNC(=O)C2(c3ccc(Cl)cc3)CC2)C1 (stereo not given),-24,-4,-1,-21,0.6,17,-8,1,7
CC(C)[C@H](NC(=O)OCc1ccccc1)C(=O)OCc1ccccc1,-27,6,11,-23,-0.9,-12,-8,-9,-2
O=C(O)C1C2C=CC(C2)C1C(=O)NCCCc1ccccc1 (stereo not given),11,76*,15,28,2.0,-6,-4,-12,-3
CCOC(=O)N1CCN(c2ccnc3cc(Cl)ccc23)CC1,-9,1,-4,-16,4.0,91*,-12,-12,-11
COc1ccc(N(Cc2ccccc2)C(=O)c2ccccc2[N+](=O)[O-])cc1,-22,.,22,.,1.0,-9,-7,-12,-7
COc1ccc2c(c1)CC1c3c(cc4c(c3-2)OCO4)CC[N+]1(C)[O-] (stereo not given),-11,4,-9,11,-0.2,4,-2,1,6
CCCn1cc(S(=O)(=O)c2ccc(OC)cc2)c(=O)c2cc(OC)ccc21,-3,5,16,-8,1.6,-10,-2,-17,-9
O=C(NCCOCc1ccc(Cl)cc1)c1ncn[nH]1,-6,0,2,4,0.4,-14,-3,-1,-3
Cc1nn(CC(=O)N2CCCC2)c(=O)c2cc3cc(F)ccc3n12,5,2,7,-5,4.4,-4,-3,-3,-5
O=c1cc(O)n(-c2ccccc2F)c(=S)[nH]1,1,2,-1,-20,0.5,-16,-1,-16,-3
COc1ccc(NC(=S)NNC(=O)COc2ccc(Cl)cc2Cl)cc1,-14,6,-12,-14,0.6,10,-3,19,-5
Cn1c(=O)c2[nH]c(SCCN)nc2n(C)c1=S,.,1,8,2,2.4,-8,-8,-6,.
Cc1nc(CCNC(=O)CC2C(=O)NCCN2Cc2ccc(F)cc2)sc1C (stereo not given),-37,14,4,-8,0.3,-2,-6,-3,-9
Cc1ccc(C(=O)Nc2cc3ccccc3oc2=O)cc1,9,8,7,1,0.1,-7,-5,-10,-8

# Single records (already shown). Screens in order: CHO parental Ca | TAAR1 agonist | M1 PAM parental | TAAR1 antagonist | CHO-K1 Ca ag | M1 antag | CHRM1 agonist | CHO-K1 Ca antag | OXTR potentiate
# Results for `O=c1cc(O)n(-c2ccccc2F)c(=S)[nH]1` : 1 | 2 | -1 | -20 | 0.5 | -16 | -1 | -16 | -3
# Results for `Cc1ccc(C(=O)Nc2cc3ccccc3oc2=O)cc1` : 9 | 8 | 7 | 1 | 0.1 | -7 | -5 | -10 | -8

# Other records:
SMILES,CHO parental Ca,TAAR1 agonist,M1 PAM parental,TAAR1 antagonist,CHO-K1 Ca ag,M1 antag,CHRM1 agonist,CHO-K1 Ca antag,OXTR potentiate
COc1ccc(NC(C)C(=O)Nc2cccc(S(=O)(=O)N3CCOCC3)c2)cc1OC (stereo not given),-8,1,17,18,1.7,-10,0,-8,0
COc1cc(-c2nc(CN(C)Cc3nnc(C)o3)c(C)o2)ccc1F,1,0,-11,-6,0.0,-20,0,9,-2
c1ccc(CNc2ccc3c(c2)ncn3C2CCCCC2)nc1,-15,3,-6,9,2.1,-10,-11,-18,-5
Cc1ccccc1S(=O)(=O)N1C[C@H]2CON(C)[C@H]2C[C@H]1c1cccc(N2CCOCC2)c1,.,1,13,-11,0.4,4,-4,-4,.
O=C1NC2(CCCCC2)C(=O)N1CCN1C(=O)c2ccccc2C1=O,-2,8,-8,-4,-0.1,-5,-7,4,-15
CCOC(=O)N/N=C/c1c(F)cccc1F,-4,0,-6,-2,-0.4,0,-4,13,-4
O=C(COC(=O)c1ccc2ncsc2c1)Nc1cc(Cl)ccc1F,.,5,12,0,1.9,1,-1,-4,.
Cc1ccc(Cn2nnc3c(=O)[nH]c(C4CCCN(C(=O)Nc5ccc(F)cc5)C4)nc32)cc1 (stereo not given),-3,7,23,0,1.0,-10,-4,-16,-5
COC(=O)c1ccc(N2C(c3cc(OC)cc(OC)c3)=Cc3ccc(-c4cccnc4)cc3C2CC(=O)C2CC2)cc1 (stereo not given),.,0,14,-31,0.6,.,.,-9,.
N#Cc1ccc(CN2CCN(C(=O)c3cc(C4CC4)nn3-c3ccccc3)CC2)cc1,-16,4,1,0,1.9,-5,-8,-10,-7
Cc1ccc(S(=O)(=O)N2CCC(=O)N([C@H](COCc3ccc(Cl)c(Cl)c3)Cc3ccccc3)CC2)cc1,.,0,18,7,1.4,.,.,-26,.
O=C(O)CC(NCc1ccco1)C(=O)Nc1cccc(O)c1 (stereo not given),4,0,14,-2,0.7,-11,-1,-11,-3
CCN(CC(=O)Nc1cc(C)on1)CC(=O)Nc1ccccc1C(F)(F)F,-2,17,10,0,0.3,-7,0,8,-4
O=C(NNC(=O)c1cc(OCC(F)(F)F)ccc1OCC(F)(F)F)c1cccc(C(F)(F)F)c1,-22,-2,4,-9,0.2,15,-5,-14,-8
COc1ccc(-c2cc(C(=O)NCC3CCCO3)c3cc(C)ccc3n2)cc1 (stereo not given),-22,7,-11,28,2.3,-6,0,16,-7
CC(=O)N1CCN(Cc2nc3cc(NC(=O)c4ccccc4Cl)ccc3n2C)CC1,5,1,19,-20,0.8,9,-1,-16,0
N#Cc1nc(Cc2ccccc2)oc1N1CCC(C(N)=O)CC1,-6,12,16,17,0.8,-4,2,-5,-19
COc1cc(-c2cc(=O)c3c(O)cc(O)cc3o2)ccc1O,1,.,11,.,0.8,-3,-3,-6,-2
Cc1ccc(S(=O)(=O)N2CCN(c3ccc([N+](=O)[O-])c(NCCN4CCOCC4)c3)CC2)cc1,-21,-1,21,-1,1.6,-10,-10,-11,-8
O=c1c2ccccc2nc(-c2ccccc2)n1O,-15,0,5,1,1.2,1,-2,-8,-17
O=C(NCCc1nnc2ccc(N3CCCC3)nn12)c1ccccc1,-3,2,-15,-21,1.1,-15,-3,-7,2
CCCCCCCCCCCCN1C/C(=C\C(=O)OCC)c2ccccc2S1(=O)=O,-14,0,13,-7,0.4,-4,-2,-18,-5
CCNc1cc(N2CCCC2)ccc1[N+](=O)[O-],-5,-2,27,0,-0.2,-14,-8,-3,-8
CCc1cc(-c2n[nH]c(C)c2-c2ccccc2Cl)c(O)cc1OC,22,2,8,1,0.6,6,-6,-19,-16
C/C=C(\C)C(=O)OC1CC(C)(C)C[C@H]2C3=CC[C@@H]4[C@@]5(C)CCC(O[C@@H]6O[C@@H](C(=O)O)[C@@H](O)C(O[C@@H]7OC[C@H](O)[C@@H](O)[C@@H]7O[C@@H]7OC(CO)C(O)[C@@H](O)[C@@H]7O)C6O[C@@H]6OC(CO)C(O)C(O)C6O)[C@@](C)(CO)[C@@H]5CC[C@]4(C)[C@]3(C)CC(O)[C@@]12CO (stereo not given in full),41*,10,0,18,0.2,0,-4,-13,-4
CCCCn1c(=O)[nH]c(=O)c2c1nc(-c1ccc(OC(F)F)c(OC)c1)n2C,-3,-4,1,8,-0.1,-15,-10,-9,-1
COc1cccc2cc(C(C)N(CCCN3CCOCC3)C(=O)Nc3ccc(Cl)cc3)oc12 (stereo not given),-36,10,16,4,0.2,3,-5,-7,-1
COc1ccccc1/C=C/C(=O)NCC(=O)N/N=C/c1ccccc1,-17,38*,-3,-27,0.2,2,-7,4,-1
CCn1c(COc2ccccc2C)nnc1SCC(=O)N1CCN(c2ccccc2)CC1,-23,12,13,-10,7.8,8,-4,-5,-8
COC(=O)c1ccccc1N1C(=O)[C@@H]2C(c3ccc(F)cc3)=NO[C@@H]2C1=O,-9,4,8,-4,1.4,-6,-2,-1,-2
CC(C)(C)C1CCC(=NNC(=O)C(=O)NC2CCCCC2)CC1 (stereo not given),-10,-1,-7,12,0.0,0,3,6,3
CC(NC(=O)c1ccccc1)c1nnc(SCC(=O)NC2CCCC2)n1C (stereo not given),6,2,-14,-4,-0.2,-6,8,6,-14
CCN(CC)CCNC(=S)Nc1ccc2nc3n(c(=O)c2c1)CCCCC3,-7,1,6,-9,1.8,-7,-8,-23,-3
CCOc1ccc(Cn2c(=O)sc3ccccc32)cc1OC,-5,-1,6,0,6.2,8,2,1,-8
COC(=O)c1cccc(NC(=O)c2ccc(S(=O)(=O)N(C)c3ccccc3OC)cc2)c1,.,13,1,70*,7.1,14,-1,1,.
CC(C)(C)Cc1nnc(NC(=O)Cc2cccs2)s1,-11,5,23,-4,1.6,1,-8,-6,-2
CC1(C(=O)NS(=O)(=O)c2cccc(F)c2)CCN1C(=O)c1ccco1 (stereo not given),.,2,28,-17,1.4,-24,-1,-13,.
Cc1ccc(C(=O)NCc2ccco2)cc1S(=O)(=O)Nc1cccc(C)c1C,-7,5,13,7,0.9,-1,-6,-10,-4
COc1ccc(N2CCN(C(=S)Nc3ccc(OC)cc3OC)CC2)cc1,1,-1,26,2,0.0,-13,-5,-2,4
COc1cc(CSc2ncn[nH]2)c(OC)cc1CSc1ncn[nH]1,-11,5,11,-10,1.0,-2,1,0,-1
COc1cc(OC)cc(C(=O)N2CCC(C(=O)N3CCOCC3)CC2)c1,4,-3,16,11,1.2,-2,-2,-15,-1
CCOc1ccc(-c2nc(=S)[nH][nH]2)cc1,7,5,18,-8,0.4,-8,-4,-11,-2
Cc1ccc(NC(=O)Cc2nc(COC(=O)Cc3cccc(C(F)(F)F)c3)cs2)cc1,.,1,-12,5,0.1,-3,0,-9,.
Cc1[nH]c2ccccc2c1/C=N\NC(=O)Cn1nnc(-c2ccccc2)n1,-7,5,15,3,-0.7,-10,0,6,2
CN1CCC(OC(=O)COc2ccc(F)cc2)CC1,-4,4,21,-26,1.4,-13,-8,-19,-1
